Kir21 block – inhibitors of mouse Kir2.1 inward-rectifier potassium channel; HEK293-Kir2.1, FluxOR thallium flux fluorescence; active compounds read low; P35561; B-score at 10 µM; actives 0.85% (n = 310,000);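 active = fluorescence ratio B-score at or below minus 3 SD of library scores, with starting-brightness B-score within 2 SD, cut at about -4.2 in these data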;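 note: channel flux triggered by added potassium and thallium sulfate stimulus; B-score of peak minus minimum fluorescence over baseline after thallium stimulus; more negative B-score means stronger Kir2.1 block with less thallium influx; some compounds called inactive have numbers as strong as hits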
Target sequence (P35561 whole entry, looked up): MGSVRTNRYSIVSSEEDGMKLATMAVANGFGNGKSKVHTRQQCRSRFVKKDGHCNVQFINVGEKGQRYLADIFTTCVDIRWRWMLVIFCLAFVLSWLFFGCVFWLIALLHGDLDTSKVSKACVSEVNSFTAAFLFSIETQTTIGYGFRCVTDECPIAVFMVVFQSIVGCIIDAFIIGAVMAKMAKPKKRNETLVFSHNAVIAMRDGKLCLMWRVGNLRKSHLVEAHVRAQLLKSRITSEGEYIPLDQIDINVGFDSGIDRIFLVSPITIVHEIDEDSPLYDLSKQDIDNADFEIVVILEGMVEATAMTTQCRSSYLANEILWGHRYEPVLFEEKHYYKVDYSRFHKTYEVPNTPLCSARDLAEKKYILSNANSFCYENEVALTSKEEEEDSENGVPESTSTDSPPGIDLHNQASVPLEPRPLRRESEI
CHT block – human CHT choline transport inhibition | Q9GZV3 | CHT-expressing cells, membrane potential dye, choline response; active compounds read low | B-score at 10 µM | actives 0.86% (n = 310,000);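 active = B-score over 3 SD under the library average, and starting fluorescence ratio not unusually high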;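 note: choline stimulus applied at its EC90 after an EC20 pre-addition; B-score computed on integrated fluorescence ratio after choline addition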
Target sequence (Q9GZV3 whole entry, looked up): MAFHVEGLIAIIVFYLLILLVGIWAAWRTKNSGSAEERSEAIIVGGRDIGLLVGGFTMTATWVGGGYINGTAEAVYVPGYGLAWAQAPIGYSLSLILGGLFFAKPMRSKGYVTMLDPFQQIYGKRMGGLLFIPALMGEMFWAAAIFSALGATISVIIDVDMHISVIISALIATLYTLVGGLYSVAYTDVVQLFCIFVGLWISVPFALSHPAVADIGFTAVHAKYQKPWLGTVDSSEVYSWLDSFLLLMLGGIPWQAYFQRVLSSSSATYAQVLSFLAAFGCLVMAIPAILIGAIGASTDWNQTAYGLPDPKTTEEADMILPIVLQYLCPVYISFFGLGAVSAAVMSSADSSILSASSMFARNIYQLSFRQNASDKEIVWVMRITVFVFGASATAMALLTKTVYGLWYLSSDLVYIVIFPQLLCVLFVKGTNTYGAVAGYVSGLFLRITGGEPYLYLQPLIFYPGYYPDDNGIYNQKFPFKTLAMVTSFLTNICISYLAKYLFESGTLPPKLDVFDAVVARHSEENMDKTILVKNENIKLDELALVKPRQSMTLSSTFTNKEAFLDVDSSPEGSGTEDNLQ
KCNQ2 inh – KCNQ2 channel blockers in CHO-K1 cells – cell-based, FluxOR thallium flux, B-score, primary screen (AID 2156). B-score at 10 µM. 20 min; active compounds read low. O88943. actives 1.1% (n = 310,000);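 active = fluorescence ratio B-score at most minus 3 library SDs, with starting brightness B-score within 2 library SDs, cut at about -5.5 in these data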
* marks the source's active call; other numbers are inactive results; i = inactive.

no.	SMILES	Kir21 block	CHT block	KCNQ2 inh
1	O=C(O)c1ccc[n+](Cc2ccc([N+](=O)[O-])cc2)c1	0.4	i	i
2	Cc1cccc(C)c1NC(=O)c1ccccc1C(=O)O	0.04	i	i
3	COc1ccc(NC(=O)C2CCCNC2=O)cc1 (stereo unspecified)	0	i	i
4	Cn1cc(C(=O)Nc2cccc(F)c2)cn1	2.2	i	i
5	CCc1cc(C(N)=O)c(NC(=O)c2ccc(OC)cc2)s1	-0.33	i	i
6	Cn1c(N/N=C/c2cc3ccccc3nc2Cl)nc2ccccc21	-0.17	i	i
7	CCOC(=O)CON1C(=O)C(C)(C)N(OCC(=O)OCC)C(=O)C1(C)C	1.5	i	i
8	CN(C)S(=O)(=O)c1ccc(C(=O)OCC2CCCO2)cc1 (stereo unspecified)	-2.6	i	i
9	C=CCNc1nc2c(c(=O)n(C)c(=O)n2C)n1CCCCCC	-0.05	i	i
10	COc1cccc(-n2c(SCC(=O)NC3CCCC3)nnc2-c2ccco2)c1	0.48	i	i
11	CCOC(=O)c1[nH]ncc1CN1CCN(Cc2ccccc2)C(CCO)C1 (stereo unspecified)	0.09	i	i
12	O=C(C1CCN(Cc2cn[nH]c2-c2ccc(F)cc2F)CC1)N1CCOCC1	0.1	i	i
13	Nc1nc(NCc2c(F)cccc2Cl)nn1-c1ccccc1	-0.92	i	i
14	CCCS(=O)(=O)c1snnc1C	1.6	i	i
15	Cn1c(=O)c2c(ncn2CC(=O)OCC(=O)NCc2ccc(Cl)cc2)n(C)c1=O	0.44	i	i
16	CCOc1ccc(-n2c(N)c(C(=O)N3CCN(C)CC3)sc2=S)cc1	-0.29	i	i
17	CC(C)(C)NC(=O)C1CCN(S(=O)(=O)c2ccc(Br)cc2)CC1	0.11	i	i
18	NNC(=O)CSc1c(-c2cccs2)[nH]c2ccccc12	1.4	i	i
19	COc1cc(-c2noc(C)n2)cc(OC)c1OC	-1.9	i	i
20	CCC(C)(C(=O)NC1CCCCC1)N(CC1CCCO1)C(=O)Cc1cccs1 (stereo unspecified)	-0.96	i	i
21	CCOc1ccc(NC(=S)NC(=O)c2ccco2)cc1	0.03	i	i
22	O=C(CSCc1ccc(Cl)cc1)Nc1ccc2c(c1)OCCO2	-1.2	i	i
23	O=C(Nc1ccc(Br)cn1)c1cccc(C(=O)Nc2ccc(Br)cn2)c1	0.2	i	i
24	CC(=O)N1CCN(Cc2nc3cc(NC(=O)C4CCCCC4)ccc3n2C)CC1	0.44	i	i
25	CC1=C(C#N)C(Nc2cccc(C)n2)(C(F)(F)F)C(=O)N1 (stereo unspecified)	-0.35	i	i
26	COc1ccc(NS(=O)(=O)c2cc(NC(=O)c3ccco3)ccc2N2CCCCC2)cc1	0.21	i	i
27	CC(=O)Nc1ccc(NC(=O)C2CCCCN2S(=O)(=O)c2ccc(C(C)(C)C)cc2)cc1 (stereo unspecified)	1	i	i
28	COc1cccc(CNC(=O)CNC(=O)N2CC(=O)Nc3ccccc32)c1	-0.67	i	i
29	Cc1cccc(C(=O)N/N=C/c2ccc(OCC(=O)N3CCCCC3)cc2)c1	0.01	i	i
30	CCCn1c(=O)c(C(=O)NCc2ccco2)c(O)c2ccccc21	-1.4	i	i
31	CCOC(=O)C1CCN(C(=O)Nc2ccc3nc(-c4ccco4)c(-c4ccco4)nc3c2)CC1	-2.9	i	i
32	COc1cccc(N2CCN(c3ccc4nnc(CCC(=O)Nc5ccccn5)n4n3)CC2)c1	-0.25	i	i
33	Cc1cc(C)cc(NC(=O)c2nnn(Cc3cc(C)ccc3C)c2N)c1	-0.5	i	i
34	FC(F)(F)c1cccc(NC(=S)N2CCN(c3ccccn3)CC2)c1	0.21	i	i
35	O=C1CC(c2ccccc2)CC(O)=C1C=NCCN1CCN(Cc2ccccc2)CC1 (stereo unspecified)	-0.46	i	i
36	CC(C(c1cccs1)c1c(N)n(C)c(=O)n(C)c1=O)[N+](=O)[O-] (stereo unspecified)	0.19	i	i
37	CCOC(=O)c1cc(CC)sc1NC(=O)CC1Sc2ccc(C(F)(F)F)cc2NC1=O (stereo unspecified)	0.02	i	i
38	Cc1ccc(C)c(S(=O)(=O)N2CCCOC2CNC(=O)C(=O)NCCC2=CCCCC2)c1 (stereo unspecified)	0	i	i
39	Cc1cccc(C)c1-n1c(SCC(=O)NCc2ccco2)nc2ccccc2c1=O	-0.27	i	i
40	O=C(O)c1ccc(N/N=C/c2cccc(C(F)(F)F)c2)cc1	0.11	i	i
41	Cc1ccnc(SC2CC(=O)N(c3ccc(Cl)cc3)C2=O)n1 (stereo unspecified)	-0.04	i	i
42	COc1ccc(CCNC(=O)CCCCCNc2nc(=S)[nH]c3ccccc23)cc1OC	1.3	i	i
43	Cc1cc(NC(=O)CS(=O)(=O)Cc2ccccc2)no1	0	i	i
44	Cc1nc2ccccc2c(C)c1CC(=O)N(C)CC(=O)Nc1cccc(F)c1	0	i	i
45	COc1ccc(OCC(=O)N2CCN(S(=O)(=O)c3ccc(Cl)cc3)CC2)cc1	1.7	i	i
46	CCN(CC)CCN1C(=O)C(=O)/C(=C(/O)c2ccc(OC(C)C)cc2)C1c1ccncc1 (stereo unspecified)	0.62	i	i
47	CC(C)CC(=O)Nc1nnc(CCc2ccccc2)s1	1.6	i	i
48	CC(C)(C)NC(=O)NC(=O)CN1CCN(Cc2ccccc2)CC1	1.6	i	i
49	CCOc1ccc(-n2c(=O)c3sccc3n(CC(=O)NCc3ccco3)c2=O)cc1	0.67	i	i
50	CC1(C)CCc2cc(CN3CCN(c4ccccn4)CC3)ccc2O1	-1.3	i	i
51	CC(=O)c1cccc(NC(=O)C2C3C=CC(C3=C(c3ccccc3)c3ccccc3)C2C(=O)O)c1 (stereo unspecified)	-0.79	i	i
52	O=c1ccc2cc(S(=O)(=O)N3CCN(c4ccccc4)CC3)ccc2[nH]1	0.82	i	i
53	C/C(=N/NS(=O)(=O)c1ccc(Cl)cc1)c1ccncc1	-0.09	i	i
54	COc1ccc(S(=O)(=O)NCc2cccnc2)cc1NC(=O)c1ccc(Cl)cc1	1.2	i	i
55	COc1ccc(CCC(=O)OCC(=O)N(C)c2c(N)n(Cc3ccccc3)c(=O)[nH]c2=O)cc1	1.2	i	i
56	COc1cc(C(c2c(C)[nH][nH]c2=O)c2c(C)[nH][nH]c2=O)ccc1OS(=O)(=O)c1ccc(C)cc1	1	i	i
57	Cn1c(=O)c(C(=O)CN2CCCCC2)c(N)n(Cc2ccccc2)c1=O	-1.4	i	i
58	O=C(NCc1cccnc1)c1cccc(NC(=O)c2ccco2)c1	0.42	i	i
59	O=C1CCCN1CCCNc1ccc2nnc(CCC(=O)N3CCN(c4ccccc4)CC3)n2n1	0.19	i	i
60	CC1(C)CC(=O)c2sc(NS(=O)(=O)Cc3ccccc3)nc2C1	-1.3	i	i

A different layout for six compounds above.
20	CCC(C)(C(=O)NC1CCCCC1)N(CC1CCCO1)C(=O)Cc1cccs1 (stereo unspecified)
21	CCOc1ccc(NC(=S)NC(=O)c2ccco2)cc1
22	O=C(CSCc1ccc(Cl)cc1)Nc1ccc2c(c1)OCCO2
23	O=C(Nc1ccc(Br)cn1)c1cccc(C(=O)Nc2ccc(Br)cn2)c1
24	CC(=O)N1CCN(Cc2nc3cc(NC(=O)C4CCCCC4)ccc3n2C)CC1
25	CC1=C(C#N)C(Nc2cccc(C)n2)(C(F)(F)F)C(=O)N1 (stereo unspecified)
Compound | 20 | 21 | 22 | 23 | 24 | 25
Kir21 block | -0.96 | 0.03 | -1.2 | 0.2 | 0.44 | -0.35
CHT block | i | i | i | i | i | i
KCNQ2 inh | i | i | i | i | i | i

More entries
no.	SMILES	Kir21 block	CHT block	KCNQ2 inh
61	CN(C)C(C)(C)/C=C/C(O)(c1ccccc1)c1ccccc1	-0.14	i	i
62	O=C(CCn1cnc2ccccc21)N/N=C/c1ccccc1O	-1.4	i	i
63	COc1cc(/C=N/NC(=O)CNc2n[nH]c(=O)[nH]c2=O)ccc1OCc1ccccc1	0.65	i	i
64	CSCCC(NC(=O)COc1ccccc1)C(=O)N1CCN(c2ccccc2F)CC1 (stereo unspecified)	1.3	i	i
65	CCOC(=O)N=Nc1c(O)n(CC)c2ccccc12	0.03	i	i
66	CCOc1cc(N2CCOCC2)c(OCC)cc1NC(=O)C(C)C	-0.79	i	i
67	Cc1cn(C2OC(COC(=O)c3ccccc3)C(O)C2O)c(=O)[nH]c1=O (stereo unspecified)	0.31	i	i
68	COc1ccc2[nH]c3c(=O)n(CCCN4CCOCC4)cnc3c2c1	0.61	i	i
69	O=C(O)CSc1ncn[nH]1	1.1	i	i
70	CC(C)CC(NC(=O)c1ccccc1)C(=O)N/N=C/c1ccco1 (stereo unspecified)	0.24	i	i
71	Cc1ccc(Cl)c2sc(NC(=O)C3CC3)nc12	-0.58	i	i
72	NC(=O)COc1c(-c2ccc(Br)o2)oc2ccccc2c1=O	-0.48	i	i

Rewritten field by field: part of the list above
[71] Cc1ccc(Cl)c2sc(NC(=O)C3CC3)nc12
- Kir21 block: -0.58
- CHT block: i
- KCNQ2 inh: i

[11] CCOC(=O)c1[nH]ncc1CN1CCN(Cc2ccccc2)C(CCO)C1 (stereo unspecified)
- Kir21 block: 0.09
- CHT block: i
- KCNQ2 inh: i

Carrying on.
no.	SMILES	Kir21 block	CHT block	KCNQ2 inh
73	O=C(NCCc1c[nH]c2ccccc12)c1cccc(S(=O)(=O)Nc2ccccc2Cl)c1	-2.8	i	i
74	CCOC(=O)CNC(=S)N(Cc1ccccc1)Cc1cccs1	1.8	i	i
75	O=C(NC1CC1)C1C2C3C4CC5C3C5C4C12 (stereo unspecified)	0.98	i	i
76	Cc1ccc(S(=O)(=O)N(Cc2ccccc2)c2ccccc2C(=O)NCc2cccnc2)cc1	-1.7	i	i
77	Cc1nc(N)sc1-c1csc(Nc2ccc(S(N)(=O)=O)cc2)n1	-0.35	i	i
78	O=C1CCN2C=Nc3cccc4ccc1c2c34	-15	i	i
79	C=CCOC(=O)C1=C[C@H](c2ccc(Br)cc2)C[C@H](OCCCCO)O1	-0.54	i	i
80	O=C(C1CCC(CNS(=O)(=O)c2ccc(F)cc2)CC1)N1CCOCC1 (stereo unspecified)	-1.1	i	i
81	COc1ccc(N2CCN(C(=O)C3CCCN(S(=O)(=O)c4cccc5cccnc45)C3)CC2)cc1 (stereo unspecified)	-0.46	i	i
82	O=C(NC(=S)NNC(=O)c1ccco1)c1ccc(Br)cc1	-0.08	i	i
83	O=C(CN(C(=O)CNC(=O)c1cccs1)c1ccc(F)cc1)NC1CCCCC1	0.67	i	i
84	COc1ccccc1-n1cnc2cc(NCc3ccccc3O)ccc21	0.32	i	i
85	COc1cc(/C=C/C(=O)O)cc(S(=O)(=O)NCC2CCCO2)c1OC (stereo unspecified)	0.31	i	i
86	CC(C)(C)C(=O)Nc1ccc(C(=O)N/N=C/C2CC3C=CC2C3)cc1 (stereo unspecified)	1.5	i	i
87	Cc1ccc(Cn2nnc3c(=O)[nH]c(C4CCN(C(=O)c5cccs5)CC4)nc32)cc1	0.65	i	i
88	O=C(Cn1c(=O)oc2cc(S(=O)(=O)N3CCCCC3)ccc21)N1CCc2ccccc21	-0.04	i	i
89	CCCC1CCc2c(sc(NC(=O)OCC)c2C#N)C1 (stereo unspecified)	0.1	i	i
90	COc1cccc(C(=O)NCC(c2cccnc2)N2CCN(c3ccccc3OC)CC2)c1 (stereo unspecified)	0.32	i	i
91	Cc1ccc(COc2coc(CN3CCN(C(=O)c4ccco4)CC3)cc2=O)cc1	1	i	i
92	COC(=O)c1cc(S(=O)(=O)Nc2nn(C)c3cccc(F)c23)oc1C	0.09	i	i
93	CCn1cc(C(=O)NN)c(=O)c2cc(F)c(N3CCOCC3)cc21	-0.52	i	i
94	S=C(NCc1ccco1)Nc1ccc(Cl)cn1	-0.66	i	i
95	O=C(O)CCN1C(=O)/C(=C\c2ccc(OCc3ccccc3)c(OCc3ccccc3)c2)SC1=S	-0.55	i	i
96	COC(=O)c1c(N2C(=O)CC(Sc3ncccc3C(=O)O)C2=O)sc(C)c1C (stereo unspecified)	0.86	i	i
97	COc1ccc(S(=O)(=O)N(C)CC(=O)N2CCCCCC2)cc1OC	-1.8	i	i
98	Cc1ccc(CN(C)C(=O)C2CCC(=O)N(C3CCCCCC3)C2)cc1 (stereo unspecified)	-0.98	i	i
99	CCNc1nc(NCC)n2c(SCC(=O)Nc3ccccc3)nnc2n1	0.53	i	i
100	Nc1[nH]n2c(=O)c3c(nc2c1N=Nc1ccccc1)CCCC3	0.06	i	i
101	N#Cc1ccc(Cl)cc1NC(=O)COC(=O)[C@H](CCC(N)=O)NC(=O)c1ccc(F)cc1	-0.05	i	i
102	CC1CCCN(C(=O)c2ccc(COc3ccccc3Br)cc2)C1 (stereo unspecified)	-2.1	i	i
103	Cc1cc(NC(=O)c2cccc(Cl)c2)n[nH]1	-0.3	i	i
104	Oc1c(C(c2cccs2)N2CCN(c3ccc(F)cc3)CC2)sc2ncnn12 (stereo unspecified)	-0.21	i	i
105	CSc1ccc(CCNS(=O)(=O)c2c(C)[nH]c(C)c2C(=O)N2CCCCC2)cc1	-1.1	i	i
106	COCCSc1ccccc1C(=O)Nc1ccc2c(c1)OCCO2	0.11	i	i
107	COc1ccc(C2OCC3(CO2)SC(=O)NC3=O)cc1 (stereo unspecified)	1.2	i	i
108	COc1cccc(Nc2c3c(nc4c(-c5ccccc5)c(C)nn24)CCC3)c1	-1.2	i	i
109	CSc1nnc(Cc2cc(=O)[nH]c(=O)[nH]2)n1-c1cccc(C)c1	-0.77	i	i
110	COc1ccc(OC)c(NC(=O)COC(=O)/C=C/c2ccccc2Cl)c1	1.3	i	i

An unsorted share of the library; any-hit rate near 2.6%.
